Pf Dd2 growth = inhibitors of Plasmodium falciparum Dd2 growth. AID 1347417. Potency, µM (titrated, usually from 28.9 µM), for inactives: at the highest dose activity, negative = inhibition, hits mostly inhibitors. P. falciparum Dd2 growth, SYBR Green, 72 h. actives 4.3% (n = 120,000); active means well fitted inhibition curve with a large enough effect; inconclusive means small, poorly fitted or top-dose-only effect; inactive means no such curve, though single readings can be large or run the other way;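 further: plate controls were DMSO vehicle for no effect and reference drug for full effect; nearly all actives have a fitted effect of over 65% in size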
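Infected erythrocytes (Dd2, 0.3% parasitemia, 2.5% hematocrit final) are added to compound in RPMI-1640/Albumax II medium, grown 72 h at 37C in low oxygen, then lysed with saponin/Triton-X containing SYBR Green and read by fluorescence.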
* = called active by the depositor; i = inactive; u = inconclusive; [ ] = remark or other dose. Potency means the concentration at half of the fitted maximal effect. These rows are one share of the data. The share of hits here may be higher or lower than overall.

structure	Pf Dd2 growth
OC1CCN(c2cc(C3CC(Nc4ncnc5sccc45)C3)ncn2)C1 (configuration not stated)	-20%
COc1cccc(COC2CN(CC(C)C)C(=O)CN(C(=O)c3snnc3C)C2)c1 (configuration not stated)	-11%
CCOc1ccc(CCNC(=O)C2Cc3ccccc3N2C(=O)CC)cc1 (configuration not stated)	30%
O=C(NCc1cccc(F)c1)c1nc2c(o1)CCN(Cc1cccc(F)c1F)CC2	u
COc1ccc(CC(=O)Nc2ccc(=O)n3c2[C@@H]2C[C@@H](CN(S(=O)(=O)c4ccccc4)C2)C3)cc1	-16%
Cc1cc(Cl)ccc1NC(=O)N1C[C@@H](F)C[C@H]1C(=O)N1CCc2ccccc2C1	-16%
CC1=NOC2(CCN([S+](=O)([O-])c3ccccc3)C2)C1 (configuration not stated)	-7%[44.1 µM]
O=C(NCCc1csc(-c2ccc(C(F)(F)F)cc2)n1)c1ccccc1Cl	15%
O=c1c(N2CCN(c3ccc(F)cc3)CC2)csc2ccc(F)cc12	-2%
Cc1ccccc1S(=O)(=O)N1CCN(C(=O)N2CC3CC(C2)[C@H]2CCCC(=O)N2C3)CC1 (some centres not stated)	i
Cc1noc(C)c1S(=O)(=O)N1CCC(c2noc(-c3cccnc3)n2)C1 (configuration not stated)	i[5.79 µM]
CNC(=O)[C@H]1C[C@H](Oc2ccccc2)CN1C(=O)CCc1c[nH]c2ccccc12	-27%
CN1CCN(c2csc3ccc(F)cc3c2=O)CC1	6%
COc1ccc(C(=O)N2CCCN(c3cc(-c4ccc(OC)cc4)[nH]n3)CC2)cc1	0%
O=C(NC1CC1)[C@@H]1C[C@H](Oc2cccnc2)CN1C(=O)c1ccc2ncccc2c1	1%
O=C(Nc1ccc(Cl)cc1Cl)c1ccc2ccnn2c1	-7%[44.1 µM]
CCn1ncc(N2CCC(NC(=O)c3cc(C)ccc3C)CC2)cc1=O	1%
COc1ccc(-c2noc(-c3nc(C4CC4)no3)n2)cc1	-7%
Cc1ccccc1-c1nc2cnccn2c1NCCC(=O)NC1CCCCC1	i
CCN1C(=O)C2CC3(CCN(C(=O)Nc4ccc5c(c4)OCCO5)CC3)CN2C1=O (configuration not stated)	-29%
CC(=O)N1CCCC(C(=O)N2CCC(Cc3noc(C)n3)CC2)C1 (configuration not stated)	25%
Fc1ccc(-c2noc(-c3nnn4c3COC(c3ccc(Cl)cc3)C4)n2)cc1F (configuration not stated)	-4%
CC(=O)N1CCc2cc(Br)cc(S(=O)(=O)CCC(=O)NCc3ccc(F)cc3)c21	u
Cc1cnc(CCNC(=O)Cc2cccc(F)c2)n1Cc1ccc(F)cc1	u
CNC(=O)[C@@H]1CN(C(=O)NCc2cccc(OC)c2)C[C@H]1c1n[nH]c(C)n1	2%
O=C(c1ncoc1C1CC1)N1CCOCC(O)(CN2CCCC2)C1 (configuration not stated)	-6%
CCn1ncnc1C(C)NC1CCC2(CCNCC2)CC1 (configuration not stated)	29%
CCN1C(=O)C2(CCN(C(=O)c3c(C)noc3C)CC2)c2ccccc21	3.5µM*
O=C(Cc1c[nH]c2ncc(-c3ccccc3)cc12)NCCCn1ccnc1	i
CCCNC(=O)N1CCC(O)(c2csc(CN3CC[C@@H](O)C3)n2)CC1	28%[44.1 µM]

Shown with each value named: part of the list above.
CCn1ncc(N2CCC(NC(=O)c3cc(C)ccc3C)CC2)cc1=O
  Pf Dd2 growth = 1%
COc1ccc(-c2noc(-c3nc(C4CC4)no3)n2)cc1
  Pf Dd2 growth = -7%
Cc1ccccc1-c1nc2cnccn2c1NCCC(=O)NC1CCCCC1
  Pf Dd2 growth = i
CCN1C(=O)C2CC3(CCN(C(=O)Nc4ccc5c(c4)OCCO5)CC3)CN2C1=O (configuration not stated)
  Pf Dd2 growth = -29%

(list continues)
structure	Pf Dd2 growth
Cc1cc(NC(=O)NCc2ccc3c(c2)CCN3C(=O)c2ccccc2)ccc1Br	-7%
COc1ccc(-c2noc([C@@H]3CCCN3C(=O)c3ccc(F)c(Cl)c3)n2)cc1	i
CC1=C(C(=O)OCC2CCCCC2)C(c2ccccc2F)CC(=O)N1 (configuration not stated)	-19%
CCN(c1ccc(C)cc1C)S(=O)(=O)c1nnc(NC(=O)c2ccc(F)cc2)s1	i
O=C1NC(=NC2CCCCC2)C2(CCN(CC3CCCCC3)CC2)N1c1cccnc1	5%
CCc1cccc(NC(=O)c2ccc3c(c2)N(CC)C2CCCCCN2C3=O)c1 (configuration not stated)	5.6µM*
O=c1c2c(CO)c(-c3ccccc3)nn2ccn1CCOc1ccccc1	-21%
Cc1cc(C(=O)N2CCC(n3c(=O)[nH]c4ccccc43)CC2)ccc1Cl	-5%
COc1cccc(N2CCN(C(=O)C3CCC(CNS(=O)(=O)c4ccc(Br)s4)CC3)CC2)c1 (configuration not stated)	-16%
CN1CCC(N[C@@H]2CO[C@H](CNC(=O)C3CCCC3)[C@H]2O)CC1	3%[44.1 µM]
CCOC(=O)N1CCN(C(=O)CN(c2ccc(C)cc2C)S(=O)(=O)c2ccccc2)CC1	-9%
Cc1sc2ncn(CC(=O)N3CCN(c4ccc(F)cc4)CC3)c(=O)c2c1S(=O)(=O)N1CCCCC1	12%
COc1ccc(C(=O)N2CCC3(CC2)N=C(c2cccc(Br)c2)NO3)cc1F	i
Cc1cc2ncc(C(=O)NCc3ccc(C)o3)cn2n1	0%[44.1 µM]
Cc1oc2ncn(C)c(=O)c2c1C(=O)NCc1ccc(Cl)cc1	-3%
CCC1CN(C(=O)N2CCC(C(=O)NCc3cc(OC)c(OC)c(OC)c3)CC2)c2ccccc2O1 (configuration not stated)	-3%
CNC(=O)[C@@H](c1ccccc1F)N1CCC[C@H]1C(=O)NCc1cccnc1	11%
CN(C(=O)[C@@H]1C[C@H](c2ccc(F)cc2)N([S+](=O)([O-])C2CC2)C1)c1cccnc1	-22%[44.1 µM]
Cn1c(=O)c2c(nc(N3CCOCC3)n2Cc2ccccc2Cl)n(C)c1=O	3%
COc1cc(NC(=O)c2ccc(C)c(Cl)c2)ccc1NC(=O)c1cc2ccccc2o1	46%[activator]
O=C(CCc1nc2ccccc2s1)N[C@@H]1CCOC[C@H]1OCCO	0%
CCN1CCN(c2nc3c(s2)CN(C(=O)c2ccncc2)CC3)CC1	u
Cc1ccc(CCNC(=O)c2ccc(Cn3ccn4nc5c(c4c3=O)CCCC5)cc2)cc1	u
CC[C@H]1CN2CC[C@H]1C[C@@H]2COC(=O)Nc1ccccc1	-15%[44.1 µM]
COc1cncc([C@@H](NC(=O)c2ccc(CO)o2)C2CC(O)C2)c1 (some centres not stated)	-3%
N#Cc1cccc(CN(Cc2cccc(C#N)c2)[C@@H]2CO[C@H](CNC(=O)c3ccccc3)[C@H]2O)c1	u
O=C(C1CCCCC1)N1CCCC2(CC(c3cccc(C(F)(F)F)c3)=NO2)C1 (configuration not stated)	u
COc1cccc(/C=C/C(=O)Nc2ccc3nc(N4CCN(C)CC4)cc(C)c3c2)c1OC	1.3µM*
CCOc1ccc(NC(=O)CSc2nc3c(oc4ccccc43)c(=O)n2CCOC)cc1	1%
Cc1nc(CN2Cc3nc(-c4ccccc4F)ccc3OCC2=O)cs1	-20%[44.1 µM]
Cc1cccc(C)c1Nc1c(-c2cccs2)nc2ncccn12	-13%
COC(=O)CC1Oc2ccccc2-n2cc(-c3ccc(C)cc3)nc21 (configuration not stated)	i
CCCNC(=O)N1CCN2C(=O)c3cc(-c4ccccc4F)ccc3NC(=O)[C@@H]2C1	i
CN1CCN(c2cc(=O)c3ccnc(-c4ccccc4F)c3o2)CC1	i
CC(C)N1C[C@@H]2OCC(=O)N(CC3CC3)[C@@H]2C1	i
Cc1ccc(-c2nc(C)c(CCNC(=O)C(=O)Nc3cc(C)ccc3C)s2)cc1	-18%
CCOc1ccc(C2CC(=O)c3c([nH]c(C(=O)OCCOc4ccccc4)c3C)C2)cc1 (configuration not stated)	u
COc1ccccc1N1CCN(c2ncnc3c2cnn3C)CC1	-14%
O=C(CN1C(=O)NC(c2ccc(Cl)cc2)C2=C1COC2=O)Nc1ccc(C(F)(F)F)cc1 (configuration not stated)	-8%
N#Cc1ccc(C(=O)N2CCC3(CC2)CC(CO)N(C(=O)c2ccccc2)C3)cc1 (configuration not stated)	-11%
CC(C(=O)N1CCN(c2cc(-c3ccc(Cl)cc3)[nH]n2)CC1)c1ccccc1 (configuration not stated)	u
CCCC(=O)Nc1ccc2c(c1)nc(CN1CCN(C(=O)OCC)CC1)n2C(C)C	-7%
Cc1onc(-c2cnn(C)c2NCc2ccc(C#N)cc2)c1C(=O)NCc1ccccc1	-23%[44.1 µM]
CCC(C(=O)NC1CCCCC1)n1c(SCc2cccc(F)c2)nc2ccncc21 (configuration not stated)	u
CCCC(=O)N1CCC2(CC1)N(c1ccccc1)C(=O)CS2(=O)=O	0%
O=C(CN1CCNCC1)NCc1nc(-c2cccc(F)c2)c(-c2ccccn2)[nH]1	-16%
COc1ccccc1Cn1c(SCC(=O)C(C)(C)C)nc2ccccc2c1=O	u
O=C(NCc1ccc(F)cc1)N1CCC(Oc2ncccc2C(=O)N2CCOCC2)C1 (configuration not stated)	i
CCOC(=O)C1(Cc2cccc(OC)c2)CCCN(Cc2cccc(C)n2)C1 (configuration not stated)	u
CC(C)C[C@@H]1N[C@H](C(=O)NCc2ccc(C#N)cc2)Cc2c[nH]c3cccc1c23	u

Two entries drawn at random from the list so far, as already listed:
structure	Pf Dd2 growth
CCCC(=O)N1CCC2(CC1)N(c1ccccc1)C(=O)CS2(=O)=O	0%
CC(C(=O)N1CCN(c2cc(-c3ccc(Cl)cc3)[nH]n2)CC1)c1ccccc1 (configuration not stated)	u

Next part:
structure	Pf Dd2 growth
Cc1ccc(S(=O)(=O)c2cn(Cc3ccccc3)c3cc(N4CCCC4)c(F)cc3c2=O)cc1C	10µM*
Cc1cc(NCc2ccc(Cl)cc2)n2cnnc2n1	u
CCC(CC)c1cc([C@H]2CN3CC[C@H]2C[C@@H]3CNC(=O)c2cccs2)nc(-c2ccncc2)n1	0.25µM*
Cc1cc(S(=O)(=O)N2CC(C(=O)NC3CCCCC3)C3(CCOCC3)C2)ccc1F (configuration not stated)	u
CCCCN(CCCC)C(=O)CN(C)S(=O)(=O)c1ccc2c(c1)c(=O)n(C)c(=O)n2C	u
COc1ccc(Cl)cc1C(=O)N1CCCN(c2cc(-c3ccccc3)[nH]n2)CC1	u
Cn1cncc1C(=O)N1C[C@@H](COCC2CC2)[C@H](c2ccncc2)C1	7%
CCOC(=O)C1=C(C)N=C2SC=C(CC(=O)NC3CC3)N2C1c1cccc([N+](=O)[O-])c1 (configuration not stated)	0%
COc1ccc(NC(=O)c2c(OC)cc(=O)n3c2CCCC3)cc1OC	i
CC(=O)N1CCCC1c1nc(C2CN(Cc3ccc(F)c(Cl)c3)C2)no1 (configuration not stated)	u
CCc1cccc(NC(=O)c2cnc(SC)nc2-c2ccccc2)c1	52%[activator]
CN1CC(=O)N(C2CCC2)Cc2c1ncnc2N1CCCCC1	-3%
COc1ccc(C(=O)N2CCC3(CC2)NC(=O)N(c2ccccc2Cl)N3)cc1F	-5%
CC(=O)NC1(C)CN(Cc2ccc(-c3cccc(F)c3)nc2)C1	-15%[44.1 µM]
CC1(Cc2ccc3c(c2)OCO3)CCCN(C(=O)N2CCOCC2)C1 (configuration not stated)	2%
COc1cccc(CN2C[C@@H](F)[C@@H](OCc3nc4ccccc4n3C)C2)n1	i
CCS(=O)(=O)c1ncc(Cl)c(C(=O)N2CCN(c3cccc(Cl)c3)CC2)n1	7%
Cc1n[nH]c(C)c1CNC(=O)CCC[C@@H]1[C@H]2CCCN3CCC[C@@H](CN1Cc1ccccc1)[C@@H]23	-12%
CCC(=O)N1CCc2cc(S(=O)(=O)CCC(=O)Nc3ccc(OC(F)(F)F)cc3)ccc21	-1%
COCC(=O)NC1CCC12CCN(S(=O)(=O)c1c(C)nn(C)c1C)CC2 (configuration not stated)	-10%
Cc1ccc2occ(CC(=O)Nc3c(C)cccc3C)c2c1	-19%
CC1(C(=O)NCc2ccncc2)CCCc2cnc(NCc3ccccc3)nc21 (configuration not stated)	i
Cc1cccc(-c2nc3cc(NC(=O)Cc4ccc(Cl)cc4)ccc3o2)c1	-7%
O=C(Cc1ccc(F)cc1)N1CCOCC2(CN(Cc3ccccc3)C2)C1	u
Cc1ccc2c(n1)sc1c(=O)n(-c3cccc(C(F)(F)F)c3)nnc12	87%[activator]
OC1CC([C@H](NC2CSCCSC2)c2ccc3c(c2)CCO3)C1 (some centres not stated)	u
CCc1ccc(S(=O)(=O)c2nnn3c2nc(N2CCN(c4ccccc4)CC2)c2cc(Cl)ccc23)cc1	13%
COc1ccc(C(=O)N2CCC(N3C(=O)[C@H](OC)[C@@H]3c3ccncc3)CC2)c(OC)n1	3%
Cc1noc(C)c1C(=O)N1CCCn2ccnc2C1c1cnn(C)c1 (configuration not stated)	11%
NCC(=O)N1CCC2(CC1)CN(C(=O)c1ccc(Cl)cc1)CCO2	-1%

High-throughput results as filed in PubChem BioAssay.
